KinaseGlo FLuc: counter-screen: inhibitors of Kinase-Glo firefly luciferase. Kinase-Glo luciferase, ATP luminescence, 8 min. Potency, µM (doses to about 38.3 µM), for the others: top-dose activity change, negative = inhibition, usual class: inhibitors. hit rate 0.28% among 200,000; note: potency is the fitted concentration of half-maximal effect; % is set by controls: 0 for no effect and ±100 for the full control effect; nearly all actives have a fitted effect of over 60% in size
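Light output from Kinase-Glo luciferase with luciferin and 10 uM ATP in 50 mM imidazole pH 7.2, KCl, MgCl2, Tween 20, BSA; compound pin-delivered, 8-min ambient incubation, then luminescence read.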
NPSR antagonist: neuropeptide S receptor (human) antagonism, cAMP. Q6W5P4. CHO-NPSR cells, cAMP TR-FRET, antagonist mode. Potency, µM (series often up to 38.3 µM), for the others: top-dose activity change, negative = inhibition, most hits filed as inhibitors. hit rate 1% among 220,000; note: potency is the fitted concentration of half-maximal effect; % is set by controls: 0 for no effect and ±100 for the full control effect; nearly all actives have a fitted effect of over 50% in size; many of its hits are not listed in these tables
Target sequence (Q6W5P4 whole entry, looked up): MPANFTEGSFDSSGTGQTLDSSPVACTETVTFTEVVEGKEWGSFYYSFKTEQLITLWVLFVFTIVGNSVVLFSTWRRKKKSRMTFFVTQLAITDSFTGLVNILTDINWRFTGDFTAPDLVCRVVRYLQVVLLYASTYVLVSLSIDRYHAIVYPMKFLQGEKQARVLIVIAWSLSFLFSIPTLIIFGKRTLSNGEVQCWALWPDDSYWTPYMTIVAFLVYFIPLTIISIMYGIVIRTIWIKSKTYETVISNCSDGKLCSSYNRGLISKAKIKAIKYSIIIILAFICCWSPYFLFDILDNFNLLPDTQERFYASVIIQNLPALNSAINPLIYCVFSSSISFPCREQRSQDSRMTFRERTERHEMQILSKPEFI
IMPase Li cell: cell-permeable IMPase inhibitors with lithium potentiation. CHO-M1 cells, IP1 TR-FRET (IP-One), carbachol + lithium. Potency, µM (series often up to 59.4 µM), inactives show at the top dose activity, negative = IMPase inhibition, most hits filed as inhibitors. hit rate 0.35% among 210,000;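 note: IP1 builds up when IMPase is blocked and the TR-FRET signal falls; potency is the fitted concentration of half-maximal effect; plate controls were basal vehicle for no effect and high inhibitor control for full effect; nearly all actives have a fitted effect of over 50% in size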
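CHO cells stably expressing M1 receptor (2000/well) were cultured 16–30 h, then exposed to compounds with a small lithium addition for 30 min at 37C. IP1 was measured by TR-FRET competition; AC50 from Hill fits.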
LMNA splice mod: LMNA splicing modulation | hit rate 0.01% among 200,000 | HeLa LMNA splicing GFP/RFP minigene ratio, 48 h | Potency, µM (series often up to 46.1 µM), for the others: at the highest dose ratio change, negative = inhibition, actives largely listed as inhibitors | AID 1487; active = well fitted inhibition curve with a large enough effect in the signal ratio, with a control signal flat, not every such curve was filed as active; inconclusive = small, poorly fitted or top-dose-only effect, or effect the other way, or a change in a side signal; the % refers to the signal ratio; note: potency is the fitted concentration of half-maximal effect; % is set by controls: 0 for no effect and ±100 for the full control effect
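S3 HeLa stable clones carrying a lamin A-EGFP splicing minigene plus DsRed2 were seeded at 600 cells/well in Opti-MEM with 2% FBS, pin-dosed and incubated 48 h at 37°C. Acumen cytometry (488 nm) gave the GFP/RFP total-intensity ratio.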
Epigenetic reg: regulators of epigenetic silencing causing reporter derepression in mouse cells | murine LDR cells, GFP reporter derepression, 30 h | Potency, µM (top dose mostly 53.9 µM), without a hit: top-dose GFP activation, actives largely listed as activators | hit rate 0.2% among 280,000 | AID 1865; note: potency is the fitted concentration of half-maximal effect; % of control where 0% means no effect; nearly all actives have a fitted effect of over 60% in size
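Readout is the number of GFP-expressing murine LDR cells, counted by cytometry following washing. Cells were treated with compound for 30 h at 37 C; the stably integrated CMV-GFP locus is normally silent.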
HttQ103 aggreg: mutant huntingtin aggregation inhibition | Potency, µM (titrated, usually from 46.1 µM), for the others: at the top dose activity change, negative = inhibition, most hits filed as inhibitors | hit rate 1.1% among 220,000 | PC12 HttQ103-GFP aggregates, Acumen cytometry, 40 h; note: potency is the fitted concentration of half-maximal effect; % is set by controls: 0 for no effect and ±100 for the full control effect; nearly all actives have a fitted effect of over 60% in size
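Using laser scanning cytometry, GFP-positive aggregates were counted after lysis of PC12 cells induced with 100 nM tebufenozide to express HTT exon 1 Q103–GFP. Compounds were tested in titration.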
CBFb RUNX1 block: CBF-beta/RUNX1 interaction disruption. Q01196+Q13951. AlphaScreen CBFb-His/RUNX1-biotin binding, biochemical. Potency, µM (doses to about 59.8 µM), without a hit: top-dose activity, negative = inhibition, actives largely listed as inhibitors. 230,000 tested, under 10 active. AID 1477; note: % of control where 0% means no effect
Target sequence (Q01196 whole entry, looked up): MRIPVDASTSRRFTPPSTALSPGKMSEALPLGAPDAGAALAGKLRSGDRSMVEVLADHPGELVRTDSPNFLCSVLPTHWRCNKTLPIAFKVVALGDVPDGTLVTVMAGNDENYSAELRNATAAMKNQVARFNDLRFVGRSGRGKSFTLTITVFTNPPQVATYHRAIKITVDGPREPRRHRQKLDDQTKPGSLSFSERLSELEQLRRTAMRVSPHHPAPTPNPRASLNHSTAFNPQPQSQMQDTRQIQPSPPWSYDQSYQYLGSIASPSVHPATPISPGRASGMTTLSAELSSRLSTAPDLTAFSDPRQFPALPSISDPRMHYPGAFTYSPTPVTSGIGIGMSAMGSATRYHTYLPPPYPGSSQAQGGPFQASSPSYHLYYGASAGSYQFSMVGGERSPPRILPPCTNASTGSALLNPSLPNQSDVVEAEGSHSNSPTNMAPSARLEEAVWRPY
Target sequence (Q13951 whole entry, looked up): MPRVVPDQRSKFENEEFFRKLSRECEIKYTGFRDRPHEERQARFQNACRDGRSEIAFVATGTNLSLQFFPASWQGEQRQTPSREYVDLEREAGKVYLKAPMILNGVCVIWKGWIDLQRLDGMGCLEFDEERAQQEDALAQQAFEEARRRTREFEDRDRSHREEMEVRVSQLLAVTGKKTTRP
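CBFb-His/RUNX1-biotin, 30 nM each, preincubated 20 min RT; compound 15 min RT; Ni + streptavidin beads 50 ng each, 90 min RT; AlphaScreen read.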
* = called active by the depositor; ? = inconclusive; / = no result given; & = joins results of further samples; [ ] = remark or other dose. Unless noted, calls come from the whole dose curve; as a rule, active = well fitted curve in the direction sought with a large enough effect; inconclusive = small, poorly fitted or top-dose-only effect, or another doubt; inactive = no such curve, though single readings can be large; an effect the other way counts as inactive or inconclusive.

SMILES	KinaseGlo FLuc	NPSR antagonist	IMPase Li cell	LMNA splice mod	Epigenetic reg	HttQ103 aggreg	CBFb RUNX1 block
CC(=O)c1cc(CN2CCN(Cc3ccccc3)C(CCO)C2)cs1 (stereo not drawn)	/	-8%	8%	/	-1.2%	-7%[9.22 µM]	5%
Cc1nc(NS(=O)(=O)c2ccccc2)sc1C(=O)N/N=C/c1ccccc1	/	33%	/	?	1.1%	-6%[9.22 µM]	-8%
COCCCNC(=S)NC(=O)c1ccc(C)cc1	-1%	1%	-1%	10%	-1.8%	6%	-19%
c1ccc(Oc2ncnc3sccc23)cc1	-2%	1%	-5%	/	-3.3%	-2%	?
CC(C)=CCOc1ccc2ccc(=O)oc2c1	/	-13%	-10%	/	-2.9%	19%[9.22 µM]	18%
COc1cc(-c2[nH]ncc2CN2CCSCC2)cc(OC)c1OC	/	49%	/	/	0.4%	9%[9.22 µM]	0%
COC(=O)c1c(NC(=O)CCC(=O)O)sc(Cc2ccccc2)c1C	/	-14%	/	/	-1.7%	-13%[9.22 µM]	4%
CCOC(=O)c1cc2[nH]c3ccccc3c2[n+](-c2ccc([N+](=O)[O-])cc2)c1C	4%	-12%	12%	?	-3.2%	5%	1%
CCC(=O)c1ccc(OCC(=O)Nc2nn3cnnc3s2)cc1	-1%	-5%[46.1 µM]	-5%[38.3 µM]	0%	-0.8%	8%	9%
Cc1nc(SCC(=O)N2CCOCC2)c2c(=O)n(C)c(=O)n(C)c2n1	/	7%	/	/	-1.1%	-8%[9.22 µM]	9%
CC1(C)CC(=O)/C(=C(\O)c2ccccc2)C(=NCCc2ccccc2)C1	0%	-8%	1%	9%	-1.9%	25%	-3%
CCn1cc(C(=O)Nc2ccccc2)c(=O)c2ccc(C)nc21	1%	11%	9%	4%[46 µM]	1.2%	-4%[9.22 µM]	-1%
O=C(NCCCN1CCOCC1)c1cc2cc(Br)ccc2oc1=O	1%	-6%[46.1 µM]	-1%[38.3 µM]	3%	0.0%	-12%	-3%
Cc1ccc(NC(=O)Nc2cc(S(=O)(=O)N(C)C)ccc2C)cc1	1%	-18%	9%	-14%[46 µM]	-0.4%	-6%	18%
COCCn1nnnc1C(C(C)C)N1CCOCC1 (stereo not drawn)	1%	-7%[46.1 µM]	-5%[38.3 µM]	8%	2.4%	-8%	2%
Cc1ccc(CNC(=O)C2CC(c3ccccc3[N+](=O)[O-])=NO2)o1 (stereo not drawn)	1%	-2%[46.1 µM]	-12%[38.3 µM]	2%	-0.2%	-5%	4%
CC(C)[C@H](NC(=O)[C@H](CC(=O)O)NC(=O)[C@H](CCCCN)NC(=O)[C@@H](N)CCCN=C(N)N)C(=O)N[C@@H](Cc1ccc(O)cc1)C(=O)O	1%	-1%	0%	0%	1.9%	-22%	1%
CCOC(=O)C1C(=O)OC(C)(C)C1C(C)C(=O)c1ccc(OC)cc1 (stereo not drawn)	1%	-22%[46.1 µM]	20%[38.3 µM]	3%	-1.1%	-13%	3%
O=c1ccc(NS(=O)(=O)c2ccc(Cl)cc2)cn1Cc1ccc(Cl)c(Cl)c1	1%	-23%[46.1 µM]	-2%[38.3 µM]	-10%	-1.1%	-30%	-5%
Nc1nc2ccc(O)cc2s1	-2%	-11%[46.1 µM]	-2%	-20%	0.0%	?	2%
O=C(OCc1cc2ccccc2[nH]c1=O)c1ccccc1	11%	?	7%[38.3 µM]	2%	-0.7%	8%	7%
C/C(=N\N1CCN(C2c3ccccc3-c3ccccc32)CC1)c1ccncc1	-5%	-20%[46.1 µM]	-2%[38.3 µM]	17%	0.0%	4%	-16%
CC(=O)c1c(C(C)=O)c(C)n(-c2nc(-c3ccc(C)c(C)c3)c(C)s2)c1C	0%	?	4%	?	-0.9%	?	4%
Cc1ccc(C2C(C#N)=C(N)Oc3c2oc(CO)cc3=O)o1 (stereo not drawn)	-1%	-14%[46.1 µM]	-8%[38.3 µM]	12%	1.7%	32%	?
CCOc1ccc(NC(=O)c2ccc(CNc3c(NC4CCCCC4)c(=O)c3=O)cc2)cc1	-4%	-8%[46.1 µM]	2%[38.3 µM]	12%	-0.2%	-3%	-5%
FC(F)(F)c1cccc(N2CCN(Cc3ccoc3)CC2)c1	-1%	7%[46.1 µM]	17%[38.3 µM]	-7%	-1.1%	17%	-4%
CCOC(=O)c1ccc(NC(=O)CCc2nc(-c3ccc(C)cc3)no2)cc1	2%	-19%[46.1 µM]	31%[activator][38.3 µM]	?	-1.0%	-7%	-9%
CC[C@H](C)[C@H](NC(=O)OCC1c2ccccc2-c2ccccc21)C(=O)O	4%	/	3%	/	-2.2%	/	8%[21.7 µM]
CS(=O)(=O)N(CC(=O)NCCSC1CCCCC1)c1cccc(F)c1	-1%	1%	1%	6%	2.4%	8%	-4%
CCOc1cc2[nH]c(=O)n(CCCN3CCN(c4ccc(OC)cc4)CC3)c(=O)c2cc1OCC	7%	-13%	1%	7%[46 µM]	-0.7%	11%	1%

One compound at a time, from the list above:
Profile of `FC(F)(F)c1cccc(N2CCN(Cc3ccoc3)CC2)c1` → KinaseGlo FLuc: -1%; NPSR antagonist: 7%[46.1 µM]; IMPase Li cell: 17%[38.3 µM]; LMNA splice mod: -7%; Epigenetic reg: -1.1%; HttQ103 aggreg: 17%; CBFb RUNX1 block: -4%
Profile of `CC(=O)c1c(C(C)=O)c(C)n(-c2nc(-c3ccc(C)c(C)c3)c(C)s2)c1C` → KinaseGlo FLuc: 0%; NPSR antagonist: ?; IMPase Li cell: 4%; LMNA splice mod: ?; Epigenetic reg: -0.9%; HttQ103 aggreg: ?; CBFb RUNX1 block: 4%

Next results.
SMILES	KinaseGlo FLuc	NPSR antagonist	IMPase Li cell	LMNA splice mod	Epigenetic reg	HttQ103 aggreg	CBFb RUNX1 block
Brc1cccc(CNc2nc3ccccc3n2CCN2CCOCC2)c1	-1%	-20%	9%	/	5.9%	13%	-4%
CCOc1ccc(C(=O)N2CCN(c3cnn(-c4ccccc4)c(=O)c3Cl)CC2)cc1	2%	57%	-2%	/	-0.8%	4%	9%
CCN(CC)S(=O)(=O)c1ccc(Cl)c(C(=O)Nc2nnc(C)s2)c1	-4%	-29%[46.1 µM]	-5%[38.3 µM]	?	-0.7%	-14%	1%
COC(=O)c1ccc(C(=O)OC)c(NC(=S)N2CCCCC2)c1	0%	-11%[46.1 µM]	10%[38.3 µM]	8%	0.7%	-20%	0%
CCn1cc(C(=O)Nc2ccc(C)cc2C)c(=O)c2ccc(C)nc21	-3%	15%	3%	?	2.1%	13%[9.22 µM]	2%
CCN(CC)C(=O)CC(c1ccc(OC)cc1)c1c(O)cc(OC)cc1OC (stereo not drawn)	/	9%	/	/	1.1%	35%[9.22 µM]	-2%&20%
Cn1c(N)c(C(=O)c2ccc(Cl)cc2)c(=O)n(C)c1=O	/	0%[46.1 µM]	/	-6%	0.0%	2.5µM*	2%
O=C(NC(=S)N1CCN(Cc2ccccc2)CC1)c1ccccc1	-1%	3%	6%	3%	17%	12%	2%
CC1CCC(C(C)C)C(OC(=O)CSc2nccc(=O)[nH]2)C1 (stereo not drawn)	-1%	-8%[46.1 µM]	4%[38.3 µM]	13%	-2.8%	0%	1%
CN(C)CCC(=O)c1ccc(Cl)cc1	0%	-23%[46.1 µM]	-19%[38.3 µM]	2%	-0.9%	25%	1%
COC(=O)c1c(-c2ccc(F)cc2)noc1N	2%	-2%[46.1 µM]	13%[38.3 µM]	?	-4.8%	1%	16%
O=C(N1CCOCC1)C1(c2ccc(Cl)cc2)CCCC1	-3%	-12%[46.1 µM]	43%[activator][38.3 µM]	-2%	-1.0%	14%	0%
N#C/C(C(=O)NCc1ccccc1)=C1/N=C(NC(=O)c2cccs2)c2ccccc21	1%	?	-12%	-7%	3.6%	-8%	-1%
CCOC(=O)c1ccc(NC(=O)c2c(NC(=O)CCC(=O)O)sc3c2CCCCC3)cc1	-2%	13%	-2%	/	1.0%	-7%[9.22 µM]	-3%
CSc1n[nH]c(NCc2ccc(Cl)cc2)n1	-1%	-11%[46.1 µM]	2%	-1%	0.9%	-22%	5%

Three compounds out of the list above, ordered by their value in IMPase Li cell, falling.
SMILES	IMPase Li cell
CC(=O)c1cc(CN2CCN(Cc3ccccc3)C(CCO)C2)cs1 (stereo not drawn)	8%
CC(=O)c1c(C(C)=O)c(C)n(-c2nc(-c3ccc(C)c(C)c3)c(C)s2)c1C	4%
Nc1nc2ccc(O)cc2s1	-2%

Going on with the list:
SMILES	KinaseGlo FLuc	NPSR antagonist	IMPase Li cell	LMNA splice mod	Epigenetic reg	HttQ103 aggreg	CBFb RUNX1 block
Cc1ccc(/C=N/NC(=O)C2CCN(Cc3ccc(F)cc3Cl)CC2)o1	0%	-16%[46.1 µM]	12%[38.3 µM]	-3%	0.0%	19%	-3%
CN1CCN(Cc2c(O)c(Cl)cc3c(-c4ccccc4)cc(=O)oc23)CC1	-2%	4%[46.1 µM]	-16%[38.3 µM]	-15%	-0.1%	-14%	9%
O=C(OC1CCOC1=O)c1cc(-c2ccc(Br)cc2)nc2ccccc12 (stereo not drawn)	2%	-30%[46.1 µM]	-16%	-6%	-0.9%	11%	6%
O=C(N=c1ccn(-c2nc3ccccc3nc2NS(=O)(=O)c2ccc(Cl)cc2)cc1)c1ccccc1Cl	/	44%	/	/	-0.3%	-4%[9.22 µM]	5%
Fc1cccc(Cl)c1-c1nnc2ccc3ccccc3n12	-3%	11%	0%	?	-0.3%	?	-5%
O=C(NCCc1nc2ccccc2[nH]1)c1ccc(Cl)c([N+](=O)[O-])c1	3%	-13%	-2%	-8%	-3.2%	6%	5%
c1ccc(-c2[nH]ncc2CN2CCN(Cc3ccc4c(c3)OCO4)CC2)cc1	/	-5%	/	8%[46 µM]	0.0%	-1%[9.22 µM]	3%
COc1ccc(NCc2nc3ccccc3n2CCOc2ccccc2)cc1	-2%	-13%[46.1 µM]	12%	?	0.0%	?	?
CCN(CC)CCCNc1nc(CN2CCOCC2)nc2sc3c(c12)CCC3	1%	-7%	8%	/	-1.9%	-3%	3%
O=S(=O)(NCc1ccccc1)NCc1ccccc1F	1%	1%	6%	?	1.2%	10%	4%
CC(C)CNC(=O)c1cccc(NC(=O)CCc2ccccc2)c1	1%	-3%	6%	?	-0.2%	-5%[9.22 µM]	0%
CCOC(=O)C1=C(C)NC2=C(C(=O)c3ccccc32)C1c1cccc2ccccc12 (stereo not drawn)	/	?	/	/	-1.1%	4%[9.22 µM]	-11%
CCOc1cc(C(=O)N2CCN(c3ccc(C(C)=O)cc3)CC2)cc(OCC)c1OCC	-1%	-23%[46.1 µM]	11%[38.3 µM]	-1%	0.0%	3%	7%
Cc1ccc(S(=O)(=O)N2CCN(c3c([N+](=O)[O-])cc(C(F)(F)F)cc3[N+](=O)[O-])CC2)cc1	-3%	-9%	5%	?	-1.8%	5%	?

An excerpt (hit frequency here may not be typical).
